SW480 rerep = A quantitative high throughput screen for small molecules that induce DNA re-replication in SW480 colon adenocarcinoma cells. AID 624297, 2012. SW480 DNA re-replication, Hoechst DNA content imaging, 48 h. Potency, µM (top dose mostly 46.1 µM), for the others: at the top dose re-replication activation, most hits filed as activators. actives 1.8% (n = 340,000); also: potency is read from the fitted curve at half-maximal effect; % of control where 0% means no effect; nearly all actives have a fitted effect of over 55% in size
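250 cells/well; 23 nL cpd via pin tool; 48 hr, 37 C, 5% CO2; Hoechst 40 min; imager read of total nuclear intensity, ex 405/em 500-530 nm.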
MCF10A rereplic = A quantitative high throughput screen for small molecules that induce DNA re-replication in MCF 10a normal breast cells; AID 624296, 2012; MCF 10A DNA re-replication, Hoechst nuclear intensity, 48 h; actives 2.9% (n = 350,000); Potency, µM (top dose mostly 46.1 µM), for the others: at the top dose activity, positive = re-replication, most hits filed as activators; also: potency is read from the fitted curve at half-maximal effect; % of control where 0% means no effect; nearly all actives have a fitted effect of over 50% in size
HT1080NT lethal = qHTS for induction of synthetic lethality in tumor cells producing 2HG: qHTS for the HT-1080-NT fibrosarcoma cell line; actives 1.6% (n = 360,000); HT-1080-NT fibrosarcoma viability, CellTiter-Glo ATP luminescence, 48 h; Potency, µM (series often up to 46.1 µM), for inactives: at the highest dose activity, negative = less viability, actives largely listed as cytotoxic;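 also: NT is the 2HG producing partner of a matched IDH1 knockdown line; potency is read from the fitted curve at half-maximal effect; 0% = DMSO-treated cells and -100% = media-only wells without cells; nearly all actives have a fitted effect of over 55% in size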
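Read-out is CellTiter-Glo luminescence after 10 minutes at room temperature, following 48 hours' compound treatment of HT-1080-NT cells (750 cells/well, RPMI, 5% FBS, 37 degrees C).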
IL1B secr inh = qHTS for Inhibitors of Inflammasome Signaling: IL-1-beta AlphaLISA Primary Screen | THP-1 LPS/ATP IL-1B secretion, AlphaLISA, 16 h; active compounds read low | activity change, % at 57.5 µM | actives 4.7% (n = 360,000) | AID 743279, 2014; in the data active = activity change below about -50%; inconclusive = mostly about -30% to -49%; also: % is scaled to controls: 0 for no effect and ±100 for the full control effect
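THP-1 cells pretreated 1 hr with compounds (up to 57.5 uM final), then stimulated with LPS (250 ng/mL final) plus ATP (1.25 mM final); secreted IL-1B measured by AlphaLISA after 16 hr, decreased signal indicating inhibition.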
KB-3-1 tox = qHTS assay for MDR1-selective chemotherapeutics: Primary screen using the parental adenocarcinoma cell KB-3-1 | AID 1347075, 2019 | KB-3-1 viability, CellTiter-Glo ATP luminescence, 72 h | Potency, µM (top dose mostly 46.1 µM), for the others: at the highest dose activity change, negative = cytotoxic, actives largely listed as cytotoxic | actives 1.4% (n = 400,000); also: potency is read from the fitted curve at half-maximal effect; % is scaled to controls: 0 for no effect and ±100 for the full control effect; nearly all actives have a fitted effect of over 60% in size
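Multi-concentration cytotoxicity screen in KB-3-1 cells grown in DMEM lacking phenol red with 10% FBS. After 72 h at 37 °C with compound, ATP-dependent luminescence was recorded.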
ATXN viability = Viability Counterscreen for Primary qHTS for Inhibitors of ATXN expression. S2 cells (HEK-293 line with an ATXN2-luciferase reporter) viability, CellTiter-Fluor protease fluorescence, 24 h. Potency, µM (series often up to 56.7 µM), most hits filed as cytotoxic. actives 0.49% (n = 400,000). AID 651635, 2014; also: potency is read from the fitted curve at half-maximal effect; nearly all actives have a fitted effect of over 40% in size
HT1080 IDH1KD tx = qHTS for induction of synthetic lethality in tumor cells producing 2HG: qHTS for the HT-1080-IDH1KD cell line; Potency, µM (series often up to 46.1 µM), for the others: at the highest dose activity, negative = toxicity, hits mostly cytotoxic; actives 2% (n = 360,000); AID 686971, 2013; HT-1080 IDH1 knockdown viability, ATP luminescence, 48 h;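 also: potency is read from the fitted curve at half-maximal effect; 0% = DMSO wells and -100% = cell-free medium wells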
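In this qHTS, HT-1080 cells depleted of IDH1 are exposed for 48 h at 37 °C to compound titrations. Toxicity is scored from CellTiter-Glo luminescence, with DMSO as full viability and medium alone as none.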
ATXN2 expr inh = Primary qHTS for Inhibitors of ATXN expression; HEK-293 ATXN2-luciferase reporter, luminescence, 24 h; Potency, µM (doses to about 57 µM), for the others: at the highest dose activity change, negative = inhibition, hits mostly inhibitors; actives 0.72% (n = 360,000); AID 1745845, 2022; also: potency is read from the fitted curve at half-maximal effect; % is scaled to controls: 0 for no effect and ±100 for the full control effect; nearly all actives have a fitted effect of over 55% in size
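ATXN2-luciferase reporter cells (luciferase flanked by upstream and downstream ATXN2 gene portions) were treated 24 h at 37 °C with compounds at up to 57 uM. SteadyGlo luminescence gave expression; GF-AFC fluorescence gave viability.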
HepG2 tox = qHTS for Inhibitors of TGF-b: Cytotox Counterscreen | AID 588856, 2011 | HepG2 CAGA-GFP viability, ATP luminescence, 18 h | actives 0.76% (n = 410,000) | Potency, µM (titrated, usually from 46.1 µM), for the others: at the highest dose activity change, negative = cytotoxicity, most hits filed as cytotoxic; also: potency is read from the fitted curve at half-maximal effect; some results filed as inactive show a strong effect at the top dose
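CellTiter-Glo luminescence gave cytotoxicity after 18 hours at 37 degrees C. The cells were HepG2 CAGA-GFP in 1% FBS DMEM, stimulated with 500 pg/mL TGF-beta after compound addition. %Activity was normalised to no-cell wells (complete cell-killing) and DMSO (no toxicity), and curves were fitted and classified.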
* hit, by the source's call; i = inactive; u = inconclusive; x = no result given; [ ] = another dose, or the depositor's remark. Unless noted, calls follow the shape of the dose curve; as a rule, active = well fitted curve in the direction sought with a large enough effect; inconclusive = small, poorly fitted or top-dose-only effect, or another doubt; inactive = no such curve, though single readings can be large; an effect the other way counts as inactive or inconclusive.

#	compound	SW480 rerep	MCF10A rereplic	HT1080NT lethal	IL1B secr inh	KB-3-1 tox
1	CCCn1c(SCC(=O)NCCc2ccccc2)nnc1-c1cccnc1	-1%	1%	-3%	0	-1%
2	Nc1nc(-c2ccc(Cl)cc2)nc(-c2ccc(Cl)cc2)n1	9%	u	0%	43	-26%
3	O=C(O)CC(NC(=O)Cc1ccc(Cl)cc1)c1ccco1 (stereo unspecified)	20%	-2%	5%	-15	-4%
4	CC(=O)Nc1c(C(=O)O)[nH]c2ccccc12	1%	-8%	10%	32	0%
5	CCC(C)(NC(=O)Cc1c[nH]c2ccccc12)C(=O)NC1CCCCC1 (stereo unspecified)	-4%	-3%	-4%	17	-3%
6	COC(=O)c1ccccc1NC(=O)c1sc2nc(C)cc(C)c2c1NC(=O)c1ccccc1OC	x	x	x	x	5%
7	CCCn1c2c(c(O)c(C(=O)Nc3nccs3)c1=O)CCCC2	5%	u	13%	43	5%
8	O=C(Nc1ccc2c(c1)OCCO2)N1CCOCC1	u	2%	-5%	16	6%
9	COC(=O)c1cc2c(=O)c3ccccc3oc2nc1/C=C/N(C)C	-7%	-10%	-10%	-3	-1%
10	CSc1ccc(CN2CCN(CCC(C)C)C(CCO)C2)cc1 (stereo unspecified)	-9%	7%	0%	4	1%
11	Cc1cccc(OCCSc2nc3ccc(NC(=O)c4cccs4)cc3s2)c1	x	x	x	x	-10%
12	CC(=O)N1CCN(c2ccccc2NC(=O)COc2ccc(Br)cc2)CC1	0%	16%	-8%	-18	7%

#	ATXN viability	HT1080 IDH1KD tx	ATXN2 expr inh	HepG2 tox
1	i	-3%	1%	-8%
2	i	8%	-20%	10%
3	i	5%	4%	-3%
4	i	11%	6%	-5%
5	i	-4%	-6%	-14%
6	i	x	1%	-5%
7	i	7%	3%	10%
8	i	-5%	4%	-14%
9	x	-9%	12%	-7%
10	u	13%	x	0%
11	i	x	-27%	-1%
12	i	u	-13%	-26%

Four entries drawn at random from those above, as already listed:
#	compound	SW480 rerep	MCF10A rereplic	HT1080NT lethal	IL1B secr inh	KB-3-1 tox
7	CCCn1c2c(c(O)c(C(=O)Nc3nccs3)c1=O)CCCC2	5%	u	13%	43	5%
4	CC(=O)Nc1c(C(=O)O)[nH]c2ccccc12	1%	-8%	10%	32	0%
6	COC(=O)c1ccccc1NC(=O)c1sc2nc(C)cc(C)c2c1NC(=O)c1ccccc1OC	x	x	x	x	5%
8	O=C(Nc1ccc2c(c1)OCCO2)N1CCOCC1	u	2%	-5%	16	6%

#	ATXN viability	HT1080 IDH1KD tx	ATXN2 expr inh	HepG2 tox
7	i	7%	3%	10%
4	i	11%	6%	-5%
6	i	x	1%	-5%
8	i	-5%	4%	-14%

Going on with the list:
#	compound	SW480 rerep	MCF10A rereplic	HT1080NT lethal	IL1B secr inh	KB-3-1 tox
13	O=C(c1ccccc1)N1CCSc2sccc2C1=O	-25%	20%	3%	5	4%
14	O=C(CSc1nnc(COc2ccccc2)o1)NCCc1ccccc1	u	25%	-1%	0	u
15	Nc1nnnn1/N=C/c1ccccc1	10%	1%	-3%	-15	-9%
16	O=S(=O)(c1cccnc1)N1CCn2cccc2C1c1ccccc1F (stereo unspecified)	0%	4%	-2%	-4	7%
17	Cn1c(SCC(=O)N/N=C/c2ccc([N+](=O)[O-])s2)nnc1-c1ccccc1	u	18µM*	21µM*	-98*	21µM*
18	CC(NC(=O)CN1C(=O)NC2(CCCCCC2)C1=O)c1ccccc1 (stereo unspecified)	-5%	-2%	-3%	-13	3%
19	CCOCCCNc1nc(=S)[nH]c2cc(OC)c(OC)cc12	-3%	-2%	9%	-5	9%
20	COc1cc(C(=O)NCCN2CCOCC2)cc(OC)c1OC	5%	0%	10%	9	16%
21	O=C(Nc1ccc(-c2n[nH]c(=S)o2)cc1)c1ccccc1	-19%	-1%	5%	22	19%
22	CN(NS(=O)(=O)c1ccc(Br)cc1)c1nc(C(F)(F)F)nc2ccccc12	5%	16%	u	-55*	u
23	O=C(NCCS(=O)(=O)N1CCN(c2ccccc2F)CC1)c1ccc(Cl)cc1	-3%	13%	0%	-1	-1%
24	O=C1NC[C@H](Cc2ccccc2)N(CC2CCN(CCCC3CCCC3)CC2)C1=O	-6%	18%	-2%	-14	6%

#	ATXN viability	HT1080 IDH1KD tx	ATXN2 expr inh	HepG2 tox
13	i	2%	4.7µM*	-8%
14	i	u	1%	-75%
15	i	-13%	-6%	-25%
16	i	0%	-6%	-14%
17	u	16µM*	u	-75%
18	i	-6%	13%	-6%
19	i	3%	-13%	-8%
20	i	8%	3%	-1%
21	u	17%	x	-13%
22	i	18µM*	u	-43%
23	i	2%	8%	4%
24	i	1%	-1%	-6%

(further entries)
#	compound	SW480 rerep	MCF10A rereplic	HT1080NT lethal	IL1B secr inh	KB-3-1 tox
25	Cc1cc(C(=O)OCC(=O)Nc2cccc(S(=O)(=O)N(C)C)c2)c(C)o1	-14%	12%	0%	-9	0%
26	O=C(c1ccco1)N1CCN(S(=O)(=O)c2ccc(Cl)s2)CC1	-9%	6%	7%	-2	-8%
27	Cc1cc(C)n(-c2nc3ccccc3c(=O)n2OCC(N)=O)n1	0%	9%	5%	11	-24%
28	CCOc1ccc(OCC)c(NC(=O)c2ccc(CNc3c(N4CCOCC4)c(=O)c3=O)cc2)c1	1%	-1%	-6%	-2	-11%
29	Cc1ccc(Sc2ccc(CO)cc2[N+](=O)[O-])cc1	9%	-24%	-24%	0	u
30	CC1CCCCN1Cc1nc2c(c(=O)n(C)c(=O)n2C)n1CCc1ccccc1 (stereo unspecified)	-8%	4%	2%	19	0%
31	O=C(Nc1cccc(F)c1)C1CCCCC1	-57%[inhibitor]	-2%	u	14	0%
32	C/C(=N\NC(=O)C(=O)Nc1ccc(C)cc1)c1ccncc1	-1%	-7%	2%	18	36%
33	C=CCn1cccc(C(=O)Nc2ccc(SC)cc2)c1=O	-20%	5%	1%	40	-10%
34	Cc1ccccc1N(C(=O)Cn1nnc(-c2cccs2)n1)C(C(=O)NCCC(C)C)c1ccco1 (stereo unspecified)	u	8%	-1%	-51*	u
35	Cc1ccccc1NC(=O)CSc1cn[nH]n1	-5%	u	13%	-2	4%
36	CC1=Nc2ccc(C)cc2/C1=C/c1c(N)n2c(S(=O)(=O)C(C)C)nsc2nc1=O	13%	u	-3%	-2	-1%

#	ATXN viability	HT1080 IDH1KD tx	ATXN2 expr inh	HepG2 tox
25	i	0%	x	10%
26	i	-12%	-7%	6%
27	i	-3%	2%	0%
28	i	-2%	-23%	13%
29	i	u	49%[activator]	-39%
30	i	13%	-2%	11%
31	i	1%	15%	-2%
32	i	10%	-5%	-18%
33	i	-1%	20%	-23%
34	i	-9%	-7%	-5%
35	i	4%	1%	8%
36	u	-10%	-16%	-2%

The list continues:
#	compound	SW480 rerep	MCF10A rereplic	HT1080NT lethal	IL1B secr inh	KB-3-1 tox
37	COc1ccc2c(c1)-c1c(ssc1=S)C(C)(C)N2	-4%	12µM*	u	-77*	-3%
38	Cc1cc2cc(CNC(=O)Nc3ccccc3)ccc2[nH]1	-34%[inhibitor]	4%	-3%	-21	-3%
39	Cc1ccsc1C(=O)NC1CCCN(Cc2ccc(Cl)cc2)C1 (stereo unspecified)	u	u	-1%	i	-14%
40	O=C(Nc1ccccc1)N1CCn2c1nc1ccccc12	7%	11%	-13%	25	10%
41	O=C(C(Cc1ccccc1)n1cccc1)N1CCCCC1 (stereo unspecified)	4%	0%	-2%	-23	2%
42	COC(=O)c1[nH]c(C)c(/C(O)=C2\C(=O)C(=O)N(CCN(C)C)C2c2ccco2)c1C (stereo unspecified)	-5%	-3%	7%	32	-2%
43	CC(C)(C)C1=C[C@@H](CO)C[C@@H](CO)C1	1%	-2%	-3%	-1	2%
44	Cc1cc(S(=O)(=O)NC2CCCC2)ccc1F	-7%	-7%	0%	13	-8%
45	O=C(Cc1ccc(S(=O)(=O)N2CCOCC2)s1)N1CCN(c2cccc(C(F)(F)F)c2)CC1	0%	13%	-25%	8	-11%
46	CCCCn1c(CCC(=O)O)nc2cc(S(=O)(=O)N(C)C)ccc21	-1%	-2%	1%	-1	4%
47	O=C(N/C(=C\c1ccco1)C(=O)N1CCOCC1)c1ccco1	-2%	11%	11%	0	2%

#	ATXN viability	HT1080 IDH1KD tx	ATXN2 expr inh	HepG2 tox
37	u	u	7%	-41%
38	i	-7%	x	26%
39	i	10%	-29%	-14%
40	i	-13%	18%	-2%
41	x	-3%	-11%	-43%
42	u	11%	3%	7%
43	i	-1%	5%	7%
44	i	-3%	-4%	-13%
45	i	-21%	u	-7%
46	i	5%	-6%	-26%
47	i	4%	-23%	-72%
